Tau FP inhib: blocks human tau fibril formation measured by polarization | P10636 | K18 P301L tau heparin fibrillization, Alexa594 FP, 6 h | Potency, µM (highest dose often 57.7 µM), for inactives: at the highest dose activity, negative = inhibition, actives largely listed as inhibitors | hit rate 0.39% among 280,000 | AID 1468; further: nearly all actives have a fitted effect of over 55% in size
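Steps: dispense K18 P301L tau (15 uM plus 0.24 uM Alexa 594 tracer, final) in pH 7 sodium acetate; add compound; add heparin (20 uM final); incubate 6 hr, 37 C; add ThT (30 uM final); after 1 hr ambient, read FP.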
GoLoco inh red: inhibitors of human Gai1-RGS12 GoLoco interaction (red fluorophore) | P63096 | Gai1:RGS12 GoLoco peptide FP, rhodamine, 10 min | Potency, µM (doses to about 61.6 µM), without a hit: at the highest dose activity, negative = inhibition, most hits filed as inhibitors | hit rate 0.44% among 230,000 | AID 880; active means well fitted inhibition curve with a large enough effect, not every such curve was filed as active; inactive means no such curve, though single readings can be large or run the other way; further: nearly all actives have a fitted effect of over 30% in size; many of its hits are not listed in these tables
KDM4E inh: blocks human JMJD2E demethylase activity; JMJD2E catalytic domain, FDH-coupled NADH fluorescence (FDH is formaldehyde dehydrogenase); Potency, µM (titrated, usually from 57.1 µM), inactives show top-dose activity change, negative = inhibition, hits mostly inhibitors; hit rate 1.6% among 230,000; B2RXH2; active means well fitted inhibition curve with a large enough effect, not every such curve was filed as active; inconclusive means small, poorly fitted or top-dose-only effect, or another doubt; inactive means no such curve, though single readings can be large or run the other way;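 further: 0% = wells with enzyme and -100% = buffer wells without enzyme; nearly all actives have a fitted effect of over 50% in size; many of its hits are not listed in these tables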
Target sequence (B2RXH2 1-337 limits assumed): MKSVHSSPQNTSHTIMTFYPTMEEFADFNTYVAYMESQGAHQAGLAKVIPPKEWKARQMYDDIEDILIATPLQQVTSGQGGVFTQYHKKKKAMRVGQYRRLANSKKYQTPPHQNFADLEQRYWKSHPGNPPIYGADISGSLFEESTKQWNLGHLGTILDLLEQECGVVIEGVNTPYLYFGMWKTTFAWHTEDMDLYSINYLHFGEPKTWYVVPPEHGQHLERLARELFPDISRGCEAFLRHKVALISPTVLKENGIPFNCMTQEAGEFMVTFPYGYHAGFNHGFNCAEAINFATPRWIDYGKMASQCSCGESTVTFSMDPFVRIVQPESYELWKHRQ
L3MBTL1 block: L3MBTL1 (human) inhibition | Q9Y468 | AlphaScreen L3MBTL1–H3K9me1 peptide binding | Potency, µM (highest dose often 57.1 µM), without a hit: at the top dose activity, negative = inhibition, actives largely listed as inhibitors | hit rate 0.66% among 230,000 | AID 485360; further: nearly all actives have a fitted effect of over 60% in size
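Displacement of a biotinylated histone H3(1-15) peptide monomethylated at Lys9 (75 nM) from L3MBTL1 (50 nM) was measured by AlphaScreen after a 30 min room-temperature compound incubation; cefsulodin titration served as intraplate control.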
TR SRC2 fluor cs: alters Texas Red total fluorescence, flagging assay interference; hit rate 0.29% among 280,000; TRb/SRC2 Texas Red total fluorescence interference; AID 1479; Potency, µM (titrated, usually from 106 µM), without a hit: at the top dose fluorescence change, negative = quenching; active means well fitted curve in either direction with a large enough effect; inconclusive means small, poorly fitted or top-dose-only effect
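Human TRβ ligand-binding domain (0.6 uM) and Texas Red SRC2 peptide (20 nM) in Tris buffer with 1 uM T3 and 5% DMSO were incubated with pinned compound for 5 hr at ambient temperature. Total fluorescence was computed as S + 2P (555/632 nm).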
TRb-SRC2 inh: inhibitors of human thyroid hormone receptor beta-SRC2 interaction; TRbeta-SRC2 peptide binding, fluorescence polarization; receptor liganded with 1 µM T3; Potency, µM (doses to about 106 µM), inactives show at the top dose activity change, negative = inhibition, usual class: inhibitors; hit rate 0.065% among 280,000; AID 1469;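 further: plate controls were bound peptide for no effect and peptide without receptor for full effect; nearly all actives have a fitted effect of over 50% in size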
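Human TRb ligand-binding domain (0.6 uM) is mixed with 20 nM Texas Red SRC2 peptide and 1 uM T3; after compound addition and 5 hr at ambient temperature, polarization is measured and normalized to unbound and bound controls.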
RECQ1 helicase: RECQ1 (human) helicase inhibition; RECQ1 DNA unwinding, red fluorescence kinetic read; AID 2549; Potency, µM (highest dose often 57.3 µM), for the others: at the highest dose activity, negative = inhibition, usual class: inhibitors; hit rate 0.54% among 240,000; P46063;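 further: plate controls were vehicle for no effect and no enzyme for full effect; nearly all actives have a fitted effect of over 30% in size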
Target sequence (P46063 whole entry, looked up): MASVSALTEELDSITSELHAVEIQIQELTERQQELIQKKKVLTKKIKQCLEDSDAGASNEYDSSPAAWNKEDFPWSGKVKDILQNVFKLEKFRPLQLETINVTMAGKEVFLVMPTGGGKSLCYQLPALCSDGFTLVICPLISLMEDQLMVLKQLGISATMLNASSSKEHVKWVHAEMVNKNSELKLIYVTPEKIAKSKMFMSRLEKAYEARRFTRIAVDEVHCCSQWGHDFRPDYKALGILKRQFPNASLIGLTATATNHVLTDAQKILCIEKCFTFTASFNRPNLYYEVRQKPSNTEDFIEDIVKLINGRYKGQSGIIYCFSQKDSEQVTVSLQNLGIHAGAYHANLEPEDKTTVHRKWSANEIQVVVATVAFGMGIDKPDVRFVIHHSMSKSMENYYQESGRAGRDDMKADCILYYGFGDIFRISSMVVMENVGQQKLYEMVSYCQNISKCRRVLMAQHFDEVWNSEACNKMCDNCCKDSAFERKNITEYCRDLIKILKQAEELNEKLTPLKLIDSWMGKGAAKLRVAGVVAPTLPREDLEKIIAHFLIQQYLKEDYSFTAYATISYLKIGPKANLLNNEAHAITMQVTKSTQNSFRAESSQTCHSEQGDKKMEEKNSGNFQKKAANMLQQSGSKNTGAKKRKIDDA
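50 nM RECQ1T1 preincubated 15 min with compound in Tris pH 8.0 buffer with MgCl2, DTT, Tween-20 and 2.5 ug/ml poly(dI-dC); started with 200 nM TAMRA/BHQ-2 forked duplex and 2 mM ATP. Unwinding read as fluorescence (525/598 nm), two reads 2 h apart.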
Tau fibril ThT: inhibitors of human tau fibril formation, thioflavin T binding; AID 1460; recombinant tau K18 P301L, heparin-induced fibrillization, ThT fluorescence; Potency, µM (series often up to 57.4 µM), for the others: at the highest dose activity, negative = inhibition, hits mostly inhibitors; P10636; hit rate 2.1% among 270,000; further: nearly all actives have a fitted effect of over 55% in size
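ThT emission at 510 nm, taken 1 hr after adding 30 uM dye, quantifies aggregates formed when 20 uM heparin acts on human tau K18 P301L for 6 hr at 37 C.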
* marks the source's active call; other numbers are inactive results; i = inactive; ? = inconclusive; / = not tested or not shown; [ ] = dose if it differs, or a comment. Unless noted, the call rests on the fitted dose curve; in most records, active means well fitted curve in the direction sought with a large enough effect; inconclusive means small, poorly fitted or top-dose-only effect, or another doubt; inactive means no such curve, though single readings can be large; an effect the other way counts as inactive or inconclusive. Unless noted, on the % scale 0 is the no-effect control and ±100 the full control effect; potency means the concentration at half of the fitted maximal effect.

SMILES	Tau FP inhib	GoLoco inh red	KDM4E inh	L3MBTL1 block	TR SRC2 fluor cs	TRb-SRC2 inh	RECQ1 helicase	Tau fibril ThT
CCOc1ccc(C(CC(=O)O)NC(=O)COc2ccccc2)cc1 (stereo unspecified)	3%	-1%	-1%	?	-1%	-3%	-4%	-4%
N#Cc1cccc(NC(=O)COC(=O)c2ccccc2C(=O)c2ccc(Cl)c([N+](=O)[O-])c2)c1	-3%	-2%	6%	-14%	-4%	-10%	1%	?
Cn1c(COc2ccccc2)nnc1SCCN1CCOCC1	6%	6%	?	1%	1%	-17%	i	3%
O=C(CSc1nc(C2CCCCC2)nc2ccccc12)N1CCCC1	-8%	10%	7%	3%	0%	-5%	i	-13%
CCOc1ccc(NC(=O)Cn2cc(C(=O)c3ccc(OC)cc3)c(=O)c3cc4c(cc32)OCO4)cc1	-4%	/	/	/	-3%	6%	/	?
CCNC(=O)c1c(O)c2ccccc2[nH]c1=O	-4%	2%	?	/	-3%	8%	1%	-5%
O=C(NCCN1CCOCC1)c1ccc(CS(=O)(=O)c2c(Cl)cccc2Cl)o1	3%	5%	1%	-4%	-3%	-3%	-8%	1%
CC(=O)N1c2ccc(S(=O)(=O)NCC3CCC(C(=O)Nc4ccc(F)cc4)CC3)cc2CC1C (stereo unspecified)	-9%	/	/	/	?	8%	/	6%
COc1ccc(CNC(=O)c2cc(-c3ccccc3OC)on2)cc1	1%	8%	?	3%	-3%	-11%	i	-14%
Cn1c(/C(C#N)=C/Nc2ccccn2)nc2ccccc21	?	100%[activator]	-23%	/	1%	9%	-6%	?
C=C[C@@]1(C)CC[C@H](O)[C@H]2C(=O)CCC[C@@H]21	6%	6%	-4%	/	-1%	3%	-6%	-1%
CC(C)c1ccc(-c2c(C#N)c(N)nc(SCC(=O)N3CCCCCC3)c2C#N)cc1	?	-11%	?	/	-2%	-14%	-10%	-12%
CCCCc1nc2ccc(S(=O)(=O)O)cc2[nH]1	-3%	1%	-1%	3%	-2%	3%	-5%	7%
COc1ccc2cc(C(c3nnnn3C3CCCC3)N3CCOCC3)c3nnnn3c2c1 (stereo unspecified)	-5%	8%	-7%	11%	3%	0%	i	5%
CCCCCOc1ccccc1C(=O)NCCCCCC(=O)O	7%	2%	-5%	8%	-1%	7%	-7%	3%
Cc1ccc(N2C(=O)[C@@H]3[C@H](C2=O)[C@H]2C=CC=NN2[C@@H]3C(=O)Nc2ccc(Cl)cc2)cc1	-11%	16%	-20%	-3%	2%	-17%	3%	?
CCOc1cc(CNCCO)ccc1OCC(=O)NC(C)(C)C	-2%	7%	-4%	5%	-2%	1%	i	10%
COC(=O)c1sc(NC(=O)C(C)c2ccccc2)nc1C (stereo unspecified)	-7%	-2%	5%	1%	-2%	2%	i	3%
COc1cccc(NC(=O)c2sc3nc(C)c(C(=O)Nc4ccc(C)cc4C)c(-c4ccco4)c3c2N)c1	-15%	/	/	/	-1%	-2%	/	?
CCCc1nc(SCC(=O)Nc2nnc(CC)s2)c2c(C)c(C)sc2n1	-9%	-2%	5%	8%	-5%	-1%	-2%	-13%
c1nc2sc3c(c2c2nnnn12)CCC3	-1%	8%	?	-1%	-4%	-1%	i	0%
COc1cc(OC)c(C#N)c(S(=O)Cc2ccccc2)c1 (stereo unspecified)	-3%	-4%	0%	/	-2%	-2%	i	0%
O=C(C1CCCN(Cc2cccnc2)C1)N1CCCCC1 (stereo unspecified)	-4%	/	-11%	-4%	-2%	-2%	-9%	?
Clc1ccc(CNc2cc(-c3ccccc3)nc3nncn23)cc1	-8%	/	/	/	-1%	-2%	/	?
C#CCOCCOCCOCCNc1nc(N2CCN(C(=O)C(Cc3cc4ccccc4[nH]3)n3cc(C(N)C(C)CC)nn3)CC2)nc(N2CCN(C(=O)C(Cc3cc4ccccc4[nH]3)n3cc(C(N)C(C)CC)nn3)CC2)n1 (stereo unspecified)	-9%	4%	-22%	?	-3%	16%	?	?

Some values from the list.
CCCCc1nc2ccc(S(=O)(=O)O)cc2[nH]1 in TR SRC2 fluor cs → -2%
COc1ccc(CNC(=O)c2cc(-c3ccccc3OC)on2)cc1 in TRb-SRC2 inh → -11%

More compounds:
SMILES	Tau FP inhib	GoLoco inh red	KDM4E inh	L3MBTL1 block	TR SRC2 fluor cs	TRb-SRC2 inh	RECQ1 helicase	Tau fibril ThT
COCCN(Cc1ccco1)C(=O)Cn1ncc2c([nH]c3ccccc32)c1=O	1%	/	/	/	-20%	1%	/	4%
Fc1cc(F)c2nc(N3CCCCC3)sc2c1	-10%	7%	1%	5%	0%	-2%	-2%	-18%
CC1CCCC(C)N1/N=C/C=C/c1ccccc1[N+](=O)[O-] (stereo unspecified)	5%	14%	3%	?	-3%	11%	-4%	?
COc1ccccc1NC(=S)NCCSc1ccc(C)cc1	0%	12%	0%	-11%	-1%	-2%	-9%	-7%
CCN(CCNC(=O)C1CCC(=O)N1Cc1ccc(C)cc1)c1ccccc1 (stereo unspecified)	5%	0%	2%	/	-2%	8%	-3%	-5%
O=C(NCc1c(F)cccc1F)c1cc(COc2c(F)cccc2F)on1	1%	58%[activator]	-6%	-13%	-2%[53 µM]	4%[53 µM]	i	4%
CCc1nc(SCC(=O)N2CCN(C(=O)c3ccco3)CC2)c2c3c(sc2n1)CCCC3	-13%	8%	-14%	-6%	-2%	-18%	-7%	?
CCC(=O)c1c(NC(CC)CO)cc(C)oc1=O (stereo unspecified)	-10%	-4%	-7%	/	-1%	4%	i	-3%
Cc1ccc(N=Nc2c(N)[nH]n3c(=O)c4c(nc23)CCCC4)cc1	2%	4%	-6%	-7%	-2%	-1%	-8%	1.4µM*
Cc1ccc(C(=O)c2ccc([N+](=O)[O-])cc2)cc1	2%	0%	-4%	/	1%	-8%	i	-7%
CCC(C)NC(=O)C1c2cc(OC)c(OC)cc2C(=O)N(C)C1c1cccs1 (stereo unspecified)	2%	2%	?	-1%	-3%	1%	-14%	2%
Cn1c2c(c(=O)n(C)c1=O)C(C(F)(F)F)(C(F)(F)F)N=C(C1CCCCC1)N2	4%	0%	-5%	6%	-1%	8%	-14%	-13%
O=C(CSCc1ccc(Cl)cc1)N/N=C/c1ccc(OCC(=O)Nc2ccccc2)cc1	?	3%	3%	5%	5%	-26%	i	?
Cc1ccc(OC[C@H](O)[C@H](C)NC(C)C)c2c1CCC2	0%	-8%	?	8%	-1%	-2%	-3%	-3%
CCc1nnc(SCc2ccc(OC(C)C)cc2)n1N	-2%	-2%	9%	0%	-8%	-1%	-1%	-5%
Cc1c(Cl)cccc1NC(=O)c1noc2c1CCCC2	-3%	/	/	/	3%	1%	/	?
COc1ccc(OC)c(NC(=O)COC(=O)CNC(=O)c2ccc(OC)c(OC)c2)c1	1%	2%	5%	/	-1%	-9%	-4%	-11%
COc1cccc(CSc2nc3cc4c(cc3cc2C)OCCO4)c1	?	5%	?	40%[activator]	0%	12%	-6%	-9%
Cc1cccc(C(=O)NC(=S)Nc2ccc(S(=O)(=O)N(C)c3ccccc3)cc2)c1	-17%	15%	-7%	/	-3%	-2%	-15%	-15%
Cc1ccnn1CCC(=O)N1CCCC(CCC(=O)N2CCN(c3ccccn3)CC2)C1 (stereo unspecified)	-5%	5%	?	2%	-5%	4%	-5%	-10%
Cc1cc(C(=O)Nc2nnc(C3CCCCC3)s2)no1	0%	9%	-2%	/	-2%	-4%	-1%	-7%
CCOC(=O)N1CCN(C(=O)CCn2c(=S)[nH]c3ccsc3c2=O)CC1	2%	-11%	-4%	/	0%	6%	i	-3%

12 compounds already listed, ordered by SMILES length, falling:
SMILES	Tau FP inhib	GoLoco inh red	KDM4E inh	L3MBTL1 block	TR SRC2 fluor cs	TRb-SRC2 inh	RECQ1 helicase	Tau fibril ThT
Cn1c2c(c(=O)n(C)c1=O)C(C(F)(F)F)(C(F)(F)F)N=C(C1CCCCC1)N2	4%	0%	-5%	6%	-1%	8%	-14%	-13%
COc1ccc(OC)c(NC(=O)COC(=O)CNC(=O)c2ccc(OC)c(OC)c2)c1	1%	2%	5%	/	-1%	-9%	-4%	-11%
Cc1ccnn1CCC(=O)N1CCCC(CCC(=O)N2CCN(c3ccccn3)CC2)C1 (stereo unspecified)	-5%	5%	?	2%	-5%	4%	-5%	-10%
CCC(C)NC(=O)C1c2cc(OC)c(OC)cc2C(=O)N(C)C1c1cccs1 (stereo unspecified)	2%	2%	?	-1%	-3%	1%	-14%	2%
CCOC(=O)N1CCN(C(=O)CCn2c(=S)[nH]c3ccsc3c2=O)CC1	2%	-11%	-4%	/	0%	6%	i	-3%
O=C(NCc1c(F)cccc1F)c1cc(COc2c(F)cccc2F)on1	1%	58%[activator]	-6%	-13%	-2%[53 µM]	4%[53 µM]	i	4%
Cc1ccc(C(=O)c2ccc([N+](=O)[O-])cc2)cc1	2%	0%	-4%	/	1%	-8%	i	-7%
COc1cccc(CSc2nc3cc4c(cc3cc2C)OCCO4)c1	?	5%	?	40%[activator]	0%	12%	-6%	-9%
Cc1cc(C(=O)Nc2nnc(C3CCCCC3)s2)no1	0%	9%	-2%	/	-2%	-4%	-1%	-7%
Cc1c(Cl)cccc1NC(=O)c1noc2c1CCCC2	-3%	/	/	/	3%	1%	/	?
COc1ccccc1NC(=S)NCCSc1ccc(C)cc1	0%	12%	0%	-11%	-1%	-2%	-9%	-7%
Fc1cc(F)c2nc(N3CCCCC3)sc2c1	-10%	7%	1%	5%	0%	-2%	-2%	-18%

Source: PubChem (National Center for Advancing Translational Sciences (NCATS))

The list is partial, so the mix of outcomes need not match the whole.
